Screens as filed in PubChem BioAssay.
Peg3 promoter – Peg3 promoter-driven luciferase inhibitors, primary screen, cell-based, HeLa, luciferase luminescence; HeLa PEG-Prom luciferase reporter, overnight; AID 588405, 2011; inhibition, % at 20 µM; 360,000 tested, 1.7% active;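 active = inhibition of at least 50% at 20 µM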
iPSC survival up – enhancers of single-cell hiPSC survival, primary screen, ATPlite luminescence; 100% = ROCK inhibitor wells, 0% = DMSO; survival enhancement, % at 20 µM; 360,000 tested, 0.044% active; AID 602274, 2012; in the data active = survival enhancement above about 18%;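 also: cells exposed to compounds for 16 hours before the ATP read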
TRPM1 prom inh – inhibitors of MITF-dependent TRPM1 promoter reporter, primary screen, cell-based, SK-MEL-5, single point, luciferase; SK-MEL-5 TRPM1 promoter luciferase, 24 h; AID 488899, 2010; 330,000 tested, 0.83% active; inhibition, % at 12.5 µM;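 active = mean inhibition across replicates of 60% or more, whatever share of single replicates reaches that level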; also: values of inactives mirror those of a sister screen read the other way
Shn3 3UTR inh – reduction of Shn3 3'UTR firefly luciferase signal, primary screen, Schnurri-3 inhibitor project, cell-based, Clone20 osteoblasts, set 2; Clone20 osteoblast Shn3 3'UTR firefly luciferase, 24 h; inhibition, % at 12.5 µM; 360,000 tested, 0.52% active; AID 588674, 2011;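 active = mean inhibition of at least 75% with every replicate also reaching 75%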;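 also: 0% = median of neutral control wells and 100% = pilot-screen positive control compound; some compounds past the cut are filed as inactive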
EBV LMP1 NFkB – EBV LMP1-driven NF-kappaB luciferase reporter inhibitors, primary screen, cell-based, luminescence, single point. LMP1-induced NF-kappaB luciferase reporter cells. 350,000 tested, 0.69% active. inhibition, % at 12.5 µM; in the data active = inhibition above about 41%;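 also: 0% = neutral control wells and 100% = reference inhibitor control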
HIF-2a block – HIF-2a reporter inhibitors, primary screen, luminescence, 786-0 RCC cells. 360,000 tested, 0.72% active. 786-0 RCC cells HIF-2a reporter, luciferase luminescence, overnight. inhibition, % at 18.8 µM;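 active = inhibition of the luminescence signal of 40% or more relative to plate controls, in a single-dose primary screen at 18.75 µM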
KKLEB tox – cytotoxicity in KKLEB CF airway cells, primary screen, cytotoxicity control for CF NF-kB inhibitor project, cell-based, uHTS, fluorescence assay plates. KKLEB CF airway cells viability, ATPlite luminescence, overnight; hits give low values; cells stimulated with P. aeruginosa culture filtrate. activity change (cytotoxicity), % at 5 µM. 360,000 tested, 0.36% active;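 active = corrected activity change at or below -50% at 5 µM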
NR2E3 ag-1 – NR2E3 agonists in two-hybrid cells, primary screen, cell-based, luminescence, CHO-S, Gal4-NCOR/VP16-NR2E3; Photoreceptor-specific nuclear receptor (Homo sapiens), Q9Y5X4; luciferase; inhibition of corepressor binding, % at 3.98 µM; 360,000 tested, 0.35% active; AID 602229, 2012;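 active = inhibition above the mean of all tested compounds plus 3 SD, cut at about 70% in these data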;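 also: 0% = DMSO with NR2E3 transfected cells and 100% = cells lacking NR2E3 construct; higher means lower luciferase signal from less NR2E3 corepressor binding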
Target sequence (Q9Y5X4 whole entry, looked up, the tested form may be a part): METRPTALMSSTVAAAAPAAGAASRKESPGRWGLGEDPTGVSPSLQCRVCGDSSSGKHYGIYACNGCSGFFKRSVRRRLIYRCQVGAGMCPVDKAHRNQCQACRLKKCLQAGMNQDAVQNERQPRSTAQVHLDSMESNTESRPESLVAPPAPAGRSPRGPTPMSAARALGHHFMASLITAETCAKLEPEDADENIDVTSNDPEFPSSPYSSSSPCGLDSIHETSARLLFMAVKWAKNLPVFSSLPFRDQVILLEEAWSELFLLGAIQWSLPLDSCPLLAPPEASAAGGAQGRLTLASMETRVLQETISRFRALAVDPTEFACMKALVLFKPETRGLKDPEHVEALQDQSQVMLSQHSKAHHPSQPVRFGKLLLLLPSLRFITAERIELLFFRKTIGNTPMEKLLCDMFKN
C8 TRAIL sens – viability loss with TRAIL in NB7+C8 cells, primary screen, TRAIL sensitizer project, cell-based, ATPlite luminescence; inhibition (viability loss, TRAIL sensitization), % at 10 µM; 360,000 tested, 1% active;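 active = compounds causing at least 50% loss of cell viability in the single-dose screen, relative to plate controls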
NR2E3 ag-2 – inhibitors of NR2E3-RetCOR corepressor binding, primary screen, NR2E3 agonist project, biochemical, TR-FRET, GST-NR2E3, biotin-RetCOR. Photoreceptor-specific nuclear receptor (Homo sapiens), Q9Y5X4. 1536-well. inhibition of corepressor binding, % at 4.78 µM. 320,000 tested, 0.12% active. AID 2300, 2010;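 active = percent inhibition above the cutoff of mean plus 3 SD of all tested compounds, set per screening campaign, cut at about 20% in these data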;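 also: 0% = DMSO wells and 100% = biotin wells as full block of FRET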
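Material: NR2E3–RetCOR corepressor complex / Incubation: Compound–protein incubation for 5 h at 4 °C / Dosing: compound at 4.8 µM, single dose / Detection: time-resolved FRET / Benchmarks: high control biotin, low control 0.6% DMSO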
CF NFkB inh – inhibitors of PAF-induced NF-kB signaling, primary screen, cell-based, GFP fluorescence, uHTS; KKLEB NF-kB-GFP reporter, GFP fluorescence overnight; inhibition, % at 5 µM; 360,000 tested, 0.86% active; AID 588850, 2011;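 active = at least 50% inhibition at 5 µM, scaled per plate between neutral and stimulator controls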;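 also: PAF is a Pseudomonas aeruginosa culture filtrate used as stimulus; plate controls were PAF-stimulated DMSO wells for no effect and unstimulated DMSO wells for full effect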
* hit, by the source's call; · = no result given.

Start of the data: the first 2 records, to show the layout:
SMILES	Peg3 promoter	iPSC survival up	TRPM1 prom inh	Shn3 3UTR inh	EBV LMP1 NFkB	HIF-2a block	KKLEB tox	NR2E3 ag-1	C8 TRAIL sens	NR2E3 ag-2	CF NFkB inh
COc1cc(NC(=O)COc2ccccc2)ccc1NC(=O)c1ccco1	-16.6	-0.2	-6.7	-4.7	10.0	-23.8	-2.1	-1.8	-4.5	-1.0	-10.4
COc1ccccc1CNc1nc(-c2ccccc2CO)c2sccc2n1	-30.3	-1.9	·	-10.4	·	-84.7	4.2	-27.9	-11.4	·	-8.2

The listing, repeating the preview:
SMILES	Peg3 promoter	iPSC survival up	TRPM1 prom inh	Shn3 3UTR inh	EBV LMP1 NFkB	HIF-2a block	KKLEB tox	NR2E3 ag-1	C8 TRAIL sens	NR2E3 ag-2	CF NFkB inh
COc1cc(NC(=O)COc2ccccc2)ccc1NC(=O)c1ccco1	-16.6	-0.2	-6.7	-4.7	10.0	-23.8	-2.1	-1.8	-4.5	-1.0	-10.4
COc1ccccc1CNc1nc(-c2ccccc2CO)c2sccc2n1	-30.3	-1.9	·	-10.4	·	-84.7	4.2	-27.9	-11.4	·	-8.2
CCN1CC(c2ccccc2)C(c2ccc(Cl)cc2)=N1 (configuration not stated)	-6.9	0.6	-1.5	3.5	7.1	2.1	3.1	0.5	4.4	1.8	-8.8
COc1ccc(C)cc1NC(=O)C(OC(=O)C1=NNC(=O)CC1)c1ccccc1 (configuration not stated)	7.2	-0.5	-2.2	0.2	4.5	-3.8	-3.6	13.1	5.5	·	-17.3
CCOC(=O)NC(Nc1nnc(SCC)s1)(C(F)(F)F)C(F)(F)F	1.3	3.7	-0.5	7.7	4.3	13.5	3.7	-15.3	-3.4	2.1	-0.4
NC(COCc1ccccc1)c1csc(NC(=O)Nc2cccc(C(F)(F)F)c2)n1 (configuration not stated)	100.4*	-4.3	·	58.9	·	11.6	-82.7*	9.8	20.2	·	85.5*
COc1cc(C2C(=O)N(C3CCCC3)CC(=O)N2Cc2ccco2)ccc1OC(C)C (configuration not stated)	-9.0	5.6	6.0	-38.1	-9.4	14.2	-13.0	6.3	15.2	-3.5	12.8
O=C1CC(=O)CC(c2ccccc2)C1	9.6	-1.4	-5.1	-17.1	0.7	8.7	0.9	-26.2	3.0	1.9	-1.8
COc1ccc(NC2CCN(C3CC(=O)N(c4ccc(F)c(Cl)c4)C3=O)CC2)cc1 (configuration not stated)	-1.4	1.2	-2.6	3.6	3.7	7.8	13.4	13.9	-2.4	-2.8	-11.8
Cn1c(=O)n(C)c2cc(NS(=O)(=O)c3ccc(C(C)(C)C)cc3)ccc21	3.9	2.3	11.0	72.7	-17.5	-11.7	-3.8	63.2	31.4	2.4	-8.9
CCC1(c2ccccc2)NC(=O)N(CC(=O)N(C)Cc2ccccc2)C1=O (configuration not stated)	-2.2	-0.3	-2.0	11.1	4.3	1.5	-5.9	2.4	-0.8	1.1	8.0
Cc1ccc2c(c1)C1C3CCC(C3)C1S(=O)N2 (configuration not stated)	3.1	-0.2	3.0	6.1	0.2	13.6	8.0	-29.3	-12.6	0.7	9.0
COC(=O)c1ccc(CNC(=O)c2ccc(OCC(=O)N3CCOCC3)c(OC)c2)cc1	-4.3	-0.3	-6.8	3.4	0.9	6.6	-5.5	-8.3	-1.4	-5.8	10.7
CC(=O)c1cccc(OC(=O)c2ccccc2)c1	-20.9	-0.8	-14.2	-6.9	0.1	-34.6	-3.1	-21.9	-6.8	·	12.8
N#Cc1c(-c2ccccc2)cc(-c2ccc3c(c2)OCO3)[nH]c1=O	13.8	-0.3	4.6	8.8	-2.1	8.0	-10.8	-8.3	-14.2	5.9	12.4
CCCCN(C(=O)c1ccc(N(C)S(=O)(=O)c2ccc(C)cc2)cc1)c1c(N)n(CC(C)C)c(=O)[nH]c1=O	7.0	3.1	-10.4	-21.3	-7.5	3.4	2.7	5.2	-5.5	·	5.7
CCC1(CC)C(=O)C2=C3C1[C@H](C(=O)OC)C=C(C(=O)OC)C[C@H]3n1c(=O)n(C)c(=O)n1[C@H]2C (some centres not stated)	-10.3	7.0	-20.7	5.3	-8.3	10.3	5.4	2.4	-2.3	2.7	-13.4
CCCCOc1ccc(N2C(=O)CC(NCc3ccncc3)C2=O)cc1 (configuration not stated)	24.9	0.2	2.5	0.4	-9.6	0.9	-6.8	12.5	0.6	-1.3	19.3
COCC(C)NC(=O)c1cc(-c2cccc(OC)c2)on1 (configuration not stated)	-202.7	2.9	-26.7	-48.8	-3.9	-201.6	8.3	-63.5	5.2	-2.5	-7.1
CCOC(=O)C1Oc2ccccc2C(c2ccc(C)cc2)=C1C(=O)OC (configuration not stated)	22.0	-0.1	8.8	4.0	-8.3	3.9	14.5	-20.4	0.4	·	-12.4
O=C(CSc1nc(C2CCCCC2)nc2ccccc12)NCc1ccco1	22.5	1.3	4.7	10.2	4.1	22.7	-11.3	-18.6	-1.0	0.9	20.8
O=C(CCCc1nc2ccccc2s1)N1CCN(S(=O)(=O)c2cccs2)CC1	10.6	-1.8	-2.8	-1.5	-0.9	-7.8	10.7	-3.3	-8.3	1.4	3.0
CCOC(=O)c1ccc(NC(=O)CSc2n[nH]c(-c3ccncc3)n2)cc1	10.0	-2.9	-18.7	3.2	-5.8	2.2	4.1	-10.5	0.1	0.4	1.4
CCN(CC)S(=O)(=O)c1ccc(-c2nnc(SCC(=O)Nc3cc(OC)cc(OC)c3)o2)cc1	5.5	-0.6	-6.3	-17.4	0.8	12.1	-12.5	2.3	-5.4	-4.8	11.1
O=C(CCNS(=O)(=O)c1cccc2nonc12)Nc1ccc(Cl)cc1	19.7	-0.4	9.2	0.3	4.3	6.5	3.2	0.9	-1.5	2.1	7.2
CCOC(=O)c1c(-c2ccc(OC)cc2)csc1/N=C/C1=C(O)CCCC1=O	19.3	-2.0	-4.4	-8.8	53.1*	22.2	-4.0	-6.7	-5.1	-3.2	18.2
COc1ccc(C2=NCCn3cccc32)c(OC)c1	11.3	1.1	-4.1	14.6	-4.8	13.6	-11.8	-21.8	17.8	2.2	1.1
CSc1ccccc1C(=O)C1CCCN(C(=O)CCc2cccnc2)C1 (configuration not stated)	-1.8	-0.4	0.5	5.7	-0.7	-3.9	6.1	-8.3	-4.5	1.6	-11.6
O=C(c1ccc(Cl)c(Cl)c1)N1CCC(=O)N(C(COCc2cccc(C(F)(F)F)c2)Cc2ccccc2)CC1 (configuration not stated)	2.8	-2.7	-5.3	-0.9	3.5	19.2	-4.7	0.3	12.2	0.9	13.1
COc1ccc(NC(=O)C2C(=O)NC3(C)CC2c2ccccc2O3)cc1 (configuration not stated)	-9.6	4.6	-4.9	-15.1	-4.8	2.6	4.6	-11.9	-0.9	-2.5	-16.9

2 compounds drawn at random from those above:
SMILES	Peg3 promoter	iPSC survival up	TRPM1 prom inh	Shn3 3UTR inh	EBV LMP1 NFkB	HIF-2a block	KKLEB tox	NR2E3 ag-1	C8 TRAIL sens	NR2E3 ag-2	CF NFkB inh
COc1ccc(NC(=O)C2C(=O)NC3(C)CC2c2ccccc2O3)cc1 (configuration not stated)	-9.6	4.6	-4.9	-15.1	-4.8	2.6	4.6	-11.9	-0.9	-2.5	-16.9
CCC1(c2ccccc2)NC(=O)N(CC(=O)N(C)Cc2ccccc2)C1=O (configuration not stated)	-2.2	-0.3	-2.0	11.1	4.3	1.5	-5.9	2.4	-0.8	1.1	8.0

(cont.)
SMILES	Peg3 promoter	iPSC survival up	TRPM1 prom inh	Shn3 3UTR inh	EBV LMP1 NFkB	HIF-2a block	KKLEB tox	NR2E3 ag-1	C8 TRAIL sens	NR2E3 ag-2	CF NFkB inh
CC(C)C(=O)NC(=S)Nc1ccccc1C(=O)Nc1ccccc1	1.8	0.1	1.2	2.8	-12.4	-4.3	0.9	-21.6	15.1	3.1	1.6
COC(=O)c1ccccc1NC(=O)CSc1nncn1C	-1.6	-0.3	16.1	-19.6	0.1	9.3	3.8	-7.8	-4.3	4.4	-11.5
Cc1ccc(NS(=O)(=O)c2ccc(C3CCCCC3)cc2)cc1	26.0	0.0	4.8	73.8	17.8	0.6	-2.5	77.1*	24.5	0.0	-3.1
O=C(NCc1ccc(F)cc1)C1CC(=O)N(C2CCCCC2)C1 (configuration not stated)	-22.3	-0.6	0.9	14.4	1.1	6.3	6.1	-0.2	9.0	-2.5	9.9
COc1ccc(CCNC(=O)CCCCCn2c(SCC(N)=O)nc3cc4c(cc3c2=O)OCO4)cc1OC	24.1	-0.9	2.8	14.7	-9.4	15.5	-1.3	10.0	-3.9	2.4	21.5
O=C1NC2(CCCCCCC2)C(=O)N1Cc1ccc(F)cc1	14.1	0.0	-0.6	28.3	2.1	8.3	14.4	6.2	0.7	1.9	0.4
CCCS(=O)(=O)n1nc(-c2ccc(OC)cc2OC)cc1N	-14.9	0.4	·	-30.0	-2.7	-27.3	-5.1	-0.8	-3.3	4.3	-7.6
CCN(CC)S(=O)(=O)c1cc(C(=O)Oc2ccccc2OC)ccc1OC	25.3	0.1	-1.0	17.4	4.6	9.5	7.6	-1.0	6.9	-5.2	9.0
CCOc1cc2[nH]c(=S)n(CCC(=O)NCc3ccco3)c(=O)c2cc1OCC	25.6	-0.2	7.8	-1.4	-6.9	15.8	-4.4	3.5	-1.4	-0.4	-9.8
CCc1nnc(NC(=O)c2ccc(Cl)nc2)s1	-119.3	-0.3	-64.6	-43.0	-5.6	-112.8	3.1	-20.6	23.0	1.8	-4.1
NC(=O)c1ccccc1NC(=O)COc1ccc2c(c1)OCO2	-281.3	-0.5	-121.9	-63.7	-12.9	-204.0	2.9	-102.0	43.2	-0.5	13.4
O=C(COC(=O)c1ccc(O)cc1O)Nc1cc(-c2ccccc2)nn1-c1ccccc1	15.1	0.5	-26.6	15.2	3.3	-22.6	-10.2	15.3	7.2	4.0	15.0
CCOC(=O)c1ccc(NC(=O)C(C)NS(=O)(=O)c2ccc(OC)cc2)cc1 (configuration not stated)	16.7	-2.2	10.4	-2.4	1.6	-0.8	-8.2	19.5	5.1	0.6	5.3
COc1cc(/C=N/NC(=O)Cc2nnc(N)s2)cc(OC)c1OC	1.9	0.7	-5.7	26.2	3.8	6.7	5.1	3.2	0.3	2.7	-6.0
Cc1cc([N+](=O)[O-])ccc1NC(=S)NC(=O)C(c1ccccc1)c1ccccc1	29.7	2.0	0.9	17.9	-11.3	25.0	-12.7	10.9	9.1	0.0	10.2
C/C(=N\O)C(C)(C)Nc1ccc(Cl)cc1	3.8	-0.7	6.1	1.7	0.9	20.2	3.0	-15.8	-0.8	0.1	-0.9

This is a subset. The share of hits here may be higher or lower than overall.
